HCV inh: HCV inhibition. Huh7.5.1 HCVcc-Cre infection, luciferase reporter, 44 h. Potency, µM (top dose mostly 41.8 µM), for inactives: at the highest dose activity change, negative = inhibition, hits mostly inhibitors. 340,000 compounds, 3.4% hits. AID 651820
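HCVcc-Cre virus at an moi near 0.5 was added right after compound to cells cultured 4 h from seeding (1,000 cells/well). Luciferase activity was determined 44 h later, 15 min after substrate addition at RT.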
Pf growth 48h: inhibits P. falciparum growth in the first generation, 48 h | P. falciparum luciferase growth in erythrocytes, 48 h | Potency, µM (highest dose often 28.7 µM), for inactives: top-dose activity change, negative = inhibition, usual class: inhibitors | 310,000 compounds, 5.9% hits
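First compound was added to culture medium, then infected red cells at 0.1% parasitemia and 2% hematocrit (final). After incubation at 37 C under 5% CO2, luciferase detection reagent was dispensed and light output recorded.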
TbPYK inhibitor: inhibitors of Trypanosoma brucei pyruvate kinase; Q57TT1; TbPYK enzyme, Kinase-Glo Plus ATP luminescence, 45 min; Potency, µM (highest dose often 76.8 µM), for the others: at the top dose activity, negative = inhibition, most hits filed as inhibitors; 410,000 compounds, 0.12% hits; AID 624173; further: nearly all actives have a fitted effect of over 50% in size
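Readout: single end-point luminescence (Kinase-Glo Plus, 10 min). Reaction conditions were TbPYK/substrate plus 130 uM ADP, 45 min at RT, pH 7.2 TEA buffer. No-enzyme wells served as controls, and data were normalized before concentration-response fitting.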
Sm TGR block: inhibitors of Schistosoma mansoni thioredoxin glutathione reductase | 360,000 compounds, 3% hits | Q962Y6 | Potency, µM (highest dose often 114 µM), for the others: at the highest dose activity change, negative = inhibition, most hits filed as inhibitors | purified TGR, DTNB reduction, TNB absorbance 405 nm; further: nearly all actives have a fitted effect of over 60% in size
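Kinetic colorimetric format: TGR-catalysed, NADPH-driven DTNB reduction monitored via TNB absorbance. Enzyme dispensed at 20 nM; compound exposure 15 min at room temperature before reaction start.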
Pf growth 96h: P. falciparum growth inhibition at 96 hours; 320,000 compounds, 6.9% hits; Potency, µM (highest dose often 28.7 µM), for inactives: at the highest dose activity change, negative = inhibition, hits mostly inhibitors; AID 504834; P. falciparum luciferase reporter growth, 96 h
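Luminescence readout: decreased luciferase signal marks inhibited growth of reporter-expressing P. falciparum in infected red cells (2% hematocrit, 0.05% parasitemia final), exposed to compound two generations (96 h, 37 C, 5% CO2).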
LmPK inh: LmPK (Leishmania mexicana) enzyme inhibition | Potency, µM (series often up to 57.5 µM), without a hit: at the top dose activity change, negative = inhibition, hits mostly inhibitors | purified LmPK, Kinase-Glo ATP luminescence, 1 h | 290,000 compounds, 0.37% hits
Target sequence (Q27686 whole entry, looked up): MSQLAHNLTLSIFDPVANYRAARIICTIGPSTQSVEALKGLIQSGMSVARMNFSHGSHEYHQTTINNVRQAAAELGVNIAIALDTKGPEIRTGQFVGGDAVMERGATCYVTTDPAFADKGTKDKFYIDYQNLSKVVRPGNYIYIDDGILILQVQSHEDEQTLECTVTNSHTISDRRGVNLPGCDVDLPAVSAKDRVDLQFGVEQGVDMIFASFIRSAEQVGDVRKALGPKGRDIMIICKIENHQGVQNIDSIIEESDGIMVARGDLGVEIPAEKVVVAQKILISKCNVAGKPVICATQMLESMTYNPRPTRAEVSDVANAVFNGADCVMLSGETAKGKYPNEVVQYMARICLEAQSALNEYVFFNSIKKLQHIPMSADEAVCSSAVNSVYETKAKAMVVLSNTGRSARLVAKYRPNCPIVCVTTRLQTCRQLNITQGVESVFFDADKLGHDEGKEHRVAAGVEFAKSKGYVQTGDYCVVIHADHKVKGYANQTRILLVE
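Pyruvate kinase activity monitored as ATP production (luciferase luminescence). Conditions: 0.1 nM enzyme, 0.5 mM PEP, 0.1 mM ADP, 1 h, RT; normalized against uninhibited and no-enzyme wells.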
* = called active by the depositor; ? = inconclusive; / = not tested or not shown; [ ] = another dose, or the depositor's remark. The call rests on the fitted dose curve; in most records, active means well fitted curve in the direction sought with a large enough effect; inconclusive means small, poorly fitted or top-dose-only effect, or another doubt; inactive means no such curve, though single readings can be large; an effect the other way counts as inactive or inconclusive. On the % scale 0 is the no-effect control and ±100 the full control effect; potency means the concentration at half of the fitted maximal effect.

| smiles | HCV inh | Pf growth 48h | TbPYK inhibitor | Sm TGR block | Pf growth 96h | LmPK inh |
| --- | --- | --- | --- | --- | --- | --- |
| CN(C(=O)c1cncc(Br)c1)c1c(N)n(Cc2ccccc2)c(=O)[nH]c1=O | 3% | -4% | -2% | -1% | 4% | / |
| O=C(CNc1cccc2ccccc12)N/N=C/c1ccc[nH]1 | 1µM* | 9% | -2% | 3% | -3% | 9% |
| Cc1ccc2c(COn3nnc4ccc(S(=O)(=O)N(C)C)cc43)cc(=O)oc2c1C | 11% | 4% | / | -5% | 10µM* | 3% |
| O=C(NNC(=S)NC(=O)C12CC3CC(CC(C3)C1)C2)c1ccncc1 | -19% | 3.3µM* | 6% | 0% | 3.3µM* | 3% |
| Oc1cc2ccccc2cc1-c1n[nH]c(=S)n1Cc1ccco1 | -24% | -11% | ? | ? | 12% | ? |
| COc1ccc(OC)c(S(=O)(=O)NC2CCCCC2)c1 | 21% | -23% | -14% | 16% | / | 8% |
| Cc1ccc(N2CCN(S(=O)(=O)N(C)C)CC2)c(C)c1 | 5% | 10% | 4% | -1% | ? | -5% |
| Nc1ncc(Br)cc1S(=O)(=O)NCCC(=O)Nc1cccc(Cl)c1 | -9% | 5% | -6% | 10% | 0% | 4% |
| COc1cc(/C=C2\SC(=O)N(CC(=O)Nc3ccccc3F)C2=O)cc(Cl)c1O | -12% | ? | -7% | -23% | 41%[activator] | -4% |
| O=C(CCCSc1nc2ccccc2s1)NCc1ccc2c(c1)OCO2 | 3% | 13% | -11% | 6% | 38%[activator] | -3% |
| Cc1c(C(=O)N2CCOCC2)oc2ccc(S(=O)(=O)N3CCCCCC3)cc12 | 0% | ? | 6% | 2% | ? | -2% |
| COc1ccc(/C=C/C(=O)OCC(=O)NC2CCS(=O)(=O)C2)cc1 (stereo not given) | 10% | ? | -7% | 3% | 2% | / |
| O=C(C(c1ccccc1)N1CCOCC1)N1CCOCC1 (stereo not given) | 24% | 3% | 0% | 1% | / | 0% |
| CC1(C)Oc2ccc(C(=O)NC3CCCC3)cc2N(CC(=O)NC2CCCCC2)C1=O | 12% | -7% | -2% | -1% | -5% | 4% |
| COC(=O)c1ccc(C2C(Oc3ccc(OC)cc3)C(=O)N2CCc2ccc(F)cc2)cc1 (stereo not given) | -24% | -17% | 5% | 0% | 90%[activator] | 2% |
| C=CCOC(=O)C1=C(C)NC(=O)NC1c1ccc(N(C)C)cc1 (stereo not given) | -12% | 43%[activator] | -3% | 45µM* | ? | 7% |
| O=C(COC(=O)c1ccc(F)cc1)NCCCc1ccccc1 | 3% | 44%[activator] | 4% | -9% | 37%[activator] | -3% |
| CCOC(=O)C(NC(=O)CC(C)C)(Nc1sc(C)c(CC)c1C#N)C(F)(F)F (stereo not given) | -6% | ? | -6% | -24% | ? | 1% |
| O=C(Oc1ccccc1Cl)c1ccc(N2CCOCC2)c([N+](=O)[O-])c1 | 3% | 21% | -1% | 22% | -20% | -1% |
| O=C1C(Cl)=C(N2CCCCCC2)C(=O)N1c1ccc(Cl)cc1 | 4% | ? | -4% | -19% | 142%[activator] | -2% |

An excerpt from above in order of SMILES length, descending.
| smiles | HCV inh | Pf growth 48h | TbPYK inhibitor | Sm TGR block | Pf growth 96h | LmPK inh |
| --- | --- | --- | --- | --- | --- | --- |
| O=C(NNC(=S)NC(=O)C12CC3CC(CC(C3)C1)C2)c1ccncc1 | -19% | 3.3µM* | 6% | 0% | 3.3µM* | 3% |
| Nc1ncc(Br)cc1S(=O)(=O)NCCC(=O)Nc1cccc(Cl)c1 | -9% | 5% | -6% | 10% | 0% | 4% |
| Oc1cc2ccccc2cc1-c1n[nH]c(=S)n1Cc1ccco1 | -24% | -11% | ? | ? | 12% | ? |

More entries:
| smiles | HCV inh | Pf growth 48h | TbPYK inhibitor | Sm TGR block | Pf growth 96h | LmPK inh |
| --- | --- | --- | --- | --- | --- | --- |
| COCCOC(=O)c1c(NC(=O)CN2CCc3ccccc32)sc(C(N)=O)c1C | ? | ? | 4% | 16% | ? | 11% |
| COc1cc(/C=N/NC(N)=O)ccc1OCC(=O)Nc1ccc(C)c(C)c1 | 16% | -2% | -4% | -13% | 3% | -2% |
| O=C(Nc1ccc2c(c1)C(=O)NC2=O)c1ccc(S(=O)(=O)N2CCCC2)cc1 | 2% | 18% | 2% | -3% | 9% | 2% |
| Cc1ccccc1C(=O)N1CCC(C(=O)NN2C(=O)NC3(CCCCC3)C2=O)CC1 | 10% | ? | -3% | 1% | 17% | / |
| COc1ccc(CCCc2nnc(SCc3nc4ccccc4c(=O)[nH]3)n2C)c(C)c1 | 1% | ? | 8% | 8% | ? | 2% |
| COc1c(O)cnn(-c2ccccc2)c1=O | 17% | 15% | -6% | 1% | 28% | 1% |
| CCOc1ccc(N/C(=N/c2nc(C)cc(C)n2)NC(=O)CC)cc1 | ? | -5% | -1% | -6% | -1% | 1% |
| CC1=C(C)/C(=N\OC(=O)/C=C/c2ccccc2)C=CC1=O | -3% | 10µM* | ? | -15% | ? | -1% |
| Cc1cccc2cc(CN(Cc3cccnc3)C(=O)c3ccccc3F)c(Cl)nc12 | -8% | ? | -4% | -1% | ? | 3% |
| O=c1c(-c2ccc3c(c2)OCCO3)coc2cc(OC3OC(CO)C(O)C(O)C3O)ccc12 (stereo not given) | 6% | 63%[activator] | 4% | 6% | 103%[activator] | -7% |
| CCCCCCCNC(=O)c1ccc(N2CCC3(CC2)OCCO3)c([N+](=O)[O-])c1 | ? | ? | -1% | -5% | 16% | 2% |
| CCOc1cc(CNC(C)C)c(Cl)cc1OCC(=O)NCCc1ccccc1 | ? | / | -6% | 2% | ? | -5% |
| CC1CC(C)CN(C(=O)CNC(=O)c2ccc3ccccc3c2)C1 (stereo not given) | 7% | -8% | -8% | 3% | -8% | -10% |
| Cc1c(NC(=O)CSCc2ccccc2)cccc1C(=O)O | 2% | 61%[activator] | 4% | 2% | 10µM* | -1% |
| CC(C)(C)N(Cc1ccccc1)C(=O)COC(=O)c1ccccc1SCC(=O)N1CCCC1 | 0% | ? | 0% | -1% | ? | / |
| Cc1n[nH]c(C)c1CCNCc1ccc(OCC(O)CN2CCCCC2)cc1 (stereo not given) | 6% | -2% | -10% | 0% | ? | 0% |
| COc1ccc(Cl)cc1-n1c(C)cc(C=O)c1C | -16% | -8% | -2% | 2% | / | 0% |
| O=C(CN1CCCCC1)NNC(=O)c1ccc([N+](=O)[O-])cc1 | 3% | 2% | -11% | 4% | 33%[activator] | 0% |
| Cc1ccc(C)c(NC(=O)Cn2nnc(-c3ccc(N4CCOCC4)cc3)n2)c1 | -12% | 39%[activator] | 3% | -5% | 2% | 1% |
| CC(C)C(=O)N1CCN(c2ccc(NC(=O)c3ccc(Br)o3)cc2)CC1 | 0% | -25% | 0% | 5% | / | -10% |
| CCN(CC)CCOC(=O)c1ccc(NC(=O)COc2cc(=O)n(CC)c3ccccc23)cc1 | ? | -13% | 4% | -1% | ? | 0% |
| CC(=O)[C@@H]1[C@@H]2C(=O)N(c3ccc(F)c(Cl)c3)C(=O)[C@@H]2C2c3ccccc3C=CN21 (stereo not given in full) | -3% | ? | / | 35µM* | ? | 5% |
| COc1ccccc1N1C(=O)CC(N2CCN(c3ccc([N+](=O)[O-])cc3)CC2)C1=O (stereo not given) | -8% | -2% | -2% | 40µM* | 37%[activator] | 1% |
| CCCC(=O)Nc1nnc(S(=O)(=O)N2CCCC2)s1 | 8% | 8% | 0% | -5% | 46%[activator] | -1% |
| Cc1cccn2cc(-c3cc4ccccc4oc3=O)nc12 | 8% | 264%[activator] | -6% | -3% | ? | -18% |
| CCOc1ccc(NC(=O)CCc2c(C)nn(-c3ccc(N4CCCCC4)nn3)c2C)cc1 | -25% | 27% | -2% | -5% | 30%[activator] | -9% |
| O=C(CSc1ccccn1)N1CCOCC1 | 19% | 5% | 13% | -12% | ? | 8% |
| CC(C)c1ccc(NC(=O)c2sccc2-n2cccc2)cc1 | -25% | 36%[activator] | 3% | 4% | -13% | 14% |
| Nc1ncnc(Oc2cccc(C(F)(F)F)c2)c1[N+](=O)[O-] | -16% | ? | 0% | -1% | -13% | -4% |
| O=C(c1ccc(CS(=O)(=O)c2c(Cl)cccc2Cl)o1)N1CCN(c2ccccn2)CC1 | -13% | / | -2% | -33% | ? | 14% |
| Cc1cc(NC(=O)CN2CCN(Cc3ccccc3)CC2)nc2c1c(=O)oc1ccccc12 | / | ? | / | -13% | ? | 5% |
| O=S(=O)(/C=C/c1ccccc1)Nc1cccc(S(=O)(=O)NC2=NCCC2)c1 | 13% | -11% | 5% | -17% | -5% | 1% |
| COc1ccc(CNC(=O)COC(=O)/C=C/c2ccc(Cl)cc2)cc1 | 17% | -14% | -7% | -10% | 19% | -4% |
| C=CCN(C(=O)c1ccccn1)C(C(=O)NCc1ccccc1)c1ccccc1F (stereo not given) | 5% | -12% | 0% | 6% | 23% | -3% |
| CC(=O)c1ccc(N2CCN(CC(=O)Nc3ccc(N4CCOCC4)cc3)CC2)cc1 | / | -18% | / | -12% | -63%[5.75 µM] | 0% |
| Cc1ccc2c(c1)N(CC(=O)N(Cc1ccccn1)Cc1ccco1)C(=O)C(C(C)C)O2 (stereo not given) | -9% | ? | 1% | -21% | ? | -4% |
| Cc1ccc(-c2nc(N)n(S(=O)(=O)c3ccc(C)cc3)n2)cc1 | 5% | 13% | 0% | 20% | ? | 2% |
| Cc1ccc(C(=O)CSc2nnnn2C(C)C)c(C)c1 | 6% | -8% | -5% | -3% | 52%[activator] | -2% |

Entries from the list above with a Cl atom (ten):
| smiles | HCV inh | Pf growth 48h | TbPYK inhibitor | Sm TGR block | Pf growth 96h | LmPK inh |
| --- | --- | --- | --- | --- | --- | --- |
| Nc1ncc(Br)cc1S(=O)(=O)NCCC(=O)Nc1cccc(Cl)c1 | -9% | 5% | -6% | 10% | 0% | 4% |
| COc1cc(/C=C2\SC(=O)N(CC(=O)Nc3ccccc3F)C2=O)cc(Cl)c1O | -12% | ? | -7% | -23% | 41%[activator] | -4% |
| O=C(Oc1ccccc1Cl)c1ccc(N2CCOCC2)c([N+](=O)[O-])c1 | 3% | 21% | -1% | 22% | -20% | -1% |
| O=C1C(Cl)=C(N2CCCCCC2)C(=O)N1c1ccc(Cl)cc1 | 4% | ? | -4% | -19% | 142%[activator] | -2% |
| Cc1cccc2cc(CN(Cc3cccnc3)C(=O)c3ccccc3F)c(Cl)nc12 | -8% | ? | -4% | -1% | ? | 3% |
| CCOc1cc(CNC(C)C)c(Cl)cc1OCC(=O)NCCc1ccccc1 | ? | / | -6% | 2% | ? | -5% |
| COc1ccc(Cl)cc1-n1c(C)cc(C=O)c1C | -16% | -8% | -2% | 2% | / | 0% |
| CC(=O)[C@@H]1[C@@H]2C(=O)N(c3ccc(F)c(Cl)c3)C(=O)[C@@H]2C2c3ccccc3C=CN21 (stereo not given in full) | -3% | ? | / | 35µM* | ? | 5% |
| O=C(c1ccc(CS(=O)(=O)c2c(Cl)cccc2Cl)o1)N1CCN(c2ccccn2)CC1 | -13% | / | -2% | -33% | ? | 14% |
| COc1ccc(CNC(=O)COC(=O)/C=C/c2ccc(Cl)cc2)cc1 | 17% | -14% | -7% | -10% | 19% | -4% |

Screening results from PubChem.
